TexasRed fluor – counter-screen for TRb-SRC2 inhibitors: fluorescence interference. TRb/SRC2 Texas Red total fluorescence interference. Potency, µM (titrated, usually from 106 µM), for the others: at the top dose fluorescence change, negative = quenching. actives 0.29% (n = 280,000). AID 1479; active = well fitted curve in either direction with a large enough effect; inconclusive = small, poorly fitted or top-dose-only effect
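Human TRβ ligand-binding domain (0.6 uM) and Texas Red SRC2 peptide (20 nM) in Tris buffer with 1 uM T3 and 5% DMSO were incubated with pinned compound for 5 hr at ambient temperature. Total fluorescence was computed as S + 2P (555/632 nm).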
Tau fluor counter – counter-screen for tau fibril formation inhibitors | tau K18 P301L Alexa594 fluorescence, heparin fibrillization | AID 1463 | Potency, µM (titrated, usually from 57.7 µM), for the others: at the top dose activity change, negative = decrease | actives 0.93% (n = 280,000); note: nearly all actives have a fitted effect of over 55% in size
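Human K18 P301L tau (15 uM unlabeled plus 0.24 uM Alexa 594-labeled, final) in 100 mM sodium acetate pH 7 was mixed with compound and 20 uM heparin and incubated 6 hr at 37 C.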
Tau FP inhib – tau fibrillization inhibition (FP). Potency, µM (highest dose often 57.7 µM), for inactives: at the top dose activity, negative = inhibition, usual class: inhibitors. actives 0.39% (n = 280,000). P10636. K18 P301L tau heparin fibrillization, Alexa594 FP, 6 h. AID 1468; note: nearly all actives have a fitted effect of over 55% in size
Target sequence (P10636 561-689 P618L limits assumed): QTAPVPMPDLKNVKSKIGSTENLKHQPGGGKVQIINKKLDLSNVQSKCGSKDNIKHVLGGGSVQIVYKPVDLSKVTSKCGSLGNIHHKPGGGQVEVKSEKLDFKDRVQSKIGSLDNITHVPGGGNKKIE
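Compound effects on tau fibrillization are measured by Alexa 594 fluorescence polarization (ex 555, em 632 nm). K18 P301L tau is used at 15 uM with 0.24 uM labeled tracer, and 20 uM heparin induces aggregation over 6 hr at 37 C.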
TRb SRC2 PPI – inhibitors of human thyroid hormone receptor beta-SRC2 interaction. P10828. TRbeta-SRC2 peptide binding, fluorescence polarization; receptor liganded with 1 µM T3. Potency, µM (series often up to 106 µM), for the others: at the highest dose activity change, negative = inhibition, most hits filed as inhibitors. actives 0.065% (n = 280,000). AID 1469;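 note: plate controls were bound peptide for no effect and peptide without receptor for full effect; nearly all actives have a fitted effect of over 50% in size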
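Fluorescence polarization of 20 nM Texas Red SRC2 peptide with 0.6 uM human TRb ligand-binding domain, in Tris buffer with 1uM T3 and 5% DMSO. Incubated 5 hr ambient; normalized to unbound and bound controls.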
Tau ThT inhib – tau fibrillization inhibition (ThT binding). P10636. recombinant tau K18 P301L (four-repeat tau fragment), heparin-induced fibrillization, ThT fluorescence. Potency, µM (series often up to 57.4 µM), for inactives: top-dose activity, negative = inhibition, usual class: inhibitors. actives 2.1% (n = 270,000). AID 1460; note: nearly all actives have a fitted effect of over 55% in size
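Heparin-induced fibrillization of the P301L-mutant K18 repeat-domain fragment of human tau was followed by ThT binding in quantitative high-throughput format.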
L3MBTL1 block – blocks human L3MBTL1; Q9Y468; AlphaScreen L3MBTL1–H3K9me1 peptide binding; Potency, µM (highest dose often 57.1 µM), without a hit: at the top dose activity, negative = inhibition, usual class: inhibitors; actives 0.66% (n = 230,000); AID 485360; note: nearly all actives have a fitted effect of over 60% in size
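L3MBTL1 50 nM + b-AHA-H3(1-15)K9me1 75 nM, 30 min RT; compound added, 30 min RT; streptavidin donor/Ni-chelate acceptor beads 10 ug/mL each final, 30 min RT dark; AlphaScreen read.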
aGal spleen mod – alpha-galactosidase A (human) modulation; AID 2107; actives 0.008% (n = 240,000); P06280; Potency, µM (highest dose often 80 µM), for inactives: at the top dose activity change, negative = inhibition, most hits filed as inhibitors; human spleen homogenate, 4MU-alpha-Gal fluorescence, 40 min;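 note: 0% = enzyme with vehicle and -100% = no enzyme basal signal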
Target sequence (P06280 32-429 limits assumed): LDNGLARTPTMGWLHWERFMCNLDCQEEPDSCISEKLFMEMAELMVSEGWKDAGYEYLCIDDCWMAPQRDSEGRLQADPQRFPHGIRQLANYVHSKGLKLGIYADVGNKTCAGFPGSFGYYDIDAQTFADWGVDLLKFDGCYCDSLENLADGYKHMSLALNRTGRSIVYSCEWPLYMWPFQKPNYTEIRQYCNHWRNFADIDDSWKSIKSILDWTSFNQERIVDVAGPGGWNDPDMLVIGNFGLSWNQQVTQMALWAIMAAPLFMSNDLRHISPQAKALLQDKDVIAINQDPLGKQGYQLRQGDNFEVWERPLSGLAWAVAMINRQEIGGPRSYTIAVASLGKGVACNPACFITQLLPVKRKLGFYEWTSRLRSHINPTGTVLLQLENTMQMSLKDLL
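Inhibition or activation of alpha-galactosidase in human spleen homogenate is scored by 4-MU fluorescence after 40 min at 37C, pH 5.0, with 1 mM substrate. AC50s come from concentration-response fitted to the Hill equation.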
ALDH1A1 block – ALDH1A1 (human) enzyme inhibition; P00352; Purified ALDH1A1, NADH fluorescence, propionaldehyde substrate; Potency, µM (titrated, usually from 75.3 µM), for inactives: top-dose activity, negative = inhibition, most hits filed as inhibitors; actives 7.3% (n = 220,000); AID 1030; active = well fitted inhibition curve with a large enough effect, not every such curve was filed as active; inconclusive = small, poorly fitted or top-dose-only effect, or another doubt; inactive = no such curve, though single readings can be large or run the other way;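 note: plate controls were no enzyme wells and a reference inhibitor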
Target sequence (P00352 whole entry, looked up): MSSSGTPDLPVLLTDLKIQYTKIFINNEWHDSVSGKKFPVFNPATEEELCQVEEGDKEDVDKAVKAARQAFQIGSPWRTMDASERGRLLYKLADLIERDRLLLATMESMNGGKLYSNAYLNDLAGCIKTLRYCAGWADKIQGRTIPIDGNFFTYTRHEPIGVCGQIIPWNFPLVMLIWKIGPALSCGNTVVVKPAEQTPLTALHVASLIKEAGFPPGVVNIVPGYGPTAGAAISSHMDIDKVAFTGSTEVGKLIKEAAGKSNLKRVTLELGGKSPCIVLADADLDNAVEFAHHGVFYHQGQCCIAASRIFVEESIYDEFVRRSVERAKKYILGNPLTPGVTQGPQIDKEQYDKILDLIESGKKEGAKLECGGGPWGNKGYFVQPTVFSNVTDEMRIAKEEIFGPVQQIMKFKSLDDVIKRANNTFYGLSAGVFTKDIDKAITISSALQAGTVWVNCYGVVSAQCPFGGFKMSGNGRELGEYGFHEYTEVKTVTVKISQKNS
* = called active by the depositor; ? = inconclusive; / = not tested or not shown; [ ] = remark or other dose. Unless noted, calls come from the whole dose curve; as a rule, active = well fitted curve in the direction sought with a large enough effect; inconclusive = small, poorly fitted or top-dose-only effect, or another doubt; inactive = no such curve, though single readings can be large; an effect the other way counts as inactive or inconclusive. Unless noted, % is set by controls: 0 for no effect and ±100 for the full control effect; potency is the fitted concentration of half-maximal effect.

| smiles | Tau ThT inhib | Tau fluor counter | TexasRed fluor | TRb SRC2 PPI | aGal spleen mod | L3MBTL1 block | ALDH1A1 block | Tau FP inhib |
| --- | --- | --- | --- | --- | --- | --- | --- | --- |
| Cc1cc(C)n2cc(CSc3nc4ccccc4[nH]3)nc2n1 | ? | -8% | -2% | -1% | 0% | 2% | ? | -2% |
| CSc1ccc(CCNS(=O)(=O)c2ccc3c(c2)C(C)(C)C(=O)N3C)cc1 | -3% | -8% | 0% | -4% | / | / | / | -4% |
| CCOC(=O)Cc1nnc(NC(=O)C23CC4CC(CC(C4)C2)C3)s1 | -14% | -17% | -2% | 3% | -12% | 1% | / | -2% |
| COCCNc1cc(NCCOC)c([N+](=O)[O-])cc1[N+](=O)[O-] | -13% | -8% | 0% | -1% | -8% | 0% | 5% | 11% |
| CCCCNC(=O)NNc1nc(Cl)cc(C)c1C#N | -1% | -6% | 1% | -4% | -1% | -16% | -1% | -7% |
| N#CCCN(Cc1cccnc1)C(=S)NC(=O)C1CC1 | -14% | -11% | -1% | 1% | 3% | / | 11% | -3% |
| COc1cccc2c1cc1c(=O)n(CC(=O)N3CCN(c4ccccc4)CC3)nc(C)n12 | 2% | 0% | -1% | 4% | / | / | / | -1% |
| COc1ccc(N)cc1S(=O)(=O)Nc1ccccc1Cl | -3% | -7% | -4% | 6% | -6% | -2% | / | 9% |
| COc1cc(/C=N/n2cnc3scc(-c4cccs4)c3c2=O)cc(OC)c1OC | -8% | -13% | 2% | -5% | 1% | -5% | -2% | 6% |
| CCn1c(-c2cc(-c3cc(C)ccc3C)nc3ccccc23)n[nH]c1=S | 3% | 5% | 0% | -5% | -6% | -1% | ? | 2% |
| Cc1ccc2[nH]c(=O)c(C(c3nnnn3CC3CCCO3)N3CCCc4ccccc43)cc2c1 (centres undefined) | ? | -20% | -1% | -5% | 1% | -3% | 13µM* | 5% |
| CCc1ccc2[nH]c(=O)c(CN(CCN3CCOCC3)C(=O)Nc3ccccc3F)cc2c1 | 1% | -2% | 0% | 8% | 0% | -5% | -3% | 3% |
| CN=C1S/C(=C\c2ccc(N3CCOCC3)c(F)c2)C(=O)N1C | ? | -22% | -2% | 0% | 0% | / | -10% | -2% |
| CNC(=O)c1ccc(CNC(=O)OCC(F)(F)F)cc1 | -3% | -2% | 2% | -13% | 6% | -4% | -4% | 6% |
| CC1CCCC(C)N1C(=O)COC(=O)c1ccc[nH]c1=O (centres undefined) | 1% | 6% | 0% | -16% | -10% | 1% | 19% | -5% |
| CNC(=O)/C=C1\NC(C)(C)Cc2c1ccc1ccccc21 | -12% | -2% | 1% | -9% | 5% | -6% | ? | -1% |
| CCn1c(C(O)c2cccc(OC)c2OC)nc2ccccc21 (centres undefined) | 6% | -1% | -2% | 0% | 1% | 10% | 12% | 1% |
| O=C(Cn1c(C(F)(F)F)nc2ccccc21)NCCN1CCCC1 | -6% | -1% | 2% | -18% | 6% | ? | 6% | -3% |
| Cc1nn(-c2cccc(C(F)(F)F)c2)c(=O)c2noc(C)c12 | -11% | -14% | -2% | -18% | 2% | 3% | 3% | 0% |
| COc1ccccc1OCc1nc(Cc2ccc(Cl)cc2)no1 | ? | -19% | -4% | -4% | 7% | / | 9% | 0% |
| O=S(=O)(c1cc(-c2nc3ccccc3s2)ccc1Cl)N1CCOCC1 | 11% | 5% | 2% | 7% | -5% | -9% | -22% | 2% |
| CN(C)c1nc(-c2ccccc2)nc(-c2ccc(Cl)cc2)c1C#N | -4% | -8% | 0% | -18% | 6% | / | 14% | -3% |
| Cc1ccc(C)c(N2CCN(CCCNC(=O)c3ccc4nc(N5CCC(C)CC5)sc4c3)CC2)c1 | ? | ? | 2% | -2% | / | / | / | -6% |
| CCOC(=O)Cn1c(CN(Cc2ccccc2)Cc2ccccc2)nc2c1c(=O)[nH]c(=O)n2C | -8% | 3% | -3% | -2% | 2% | -6% | ? | 11% |
| Cc1ccccc1C1CC(=O)Oc2ccc(C(C)(C)C)cc21 (centres undefined) | -10%[81.4 µM] | -19%[81.3 µM] | 0% | 6% | 17%[119 µM] | / | ? | -5%[81.3 µM] |
| COC(=O)c1ccc(OCC(=O)c2ccc(C)c(C)c2)cc1 | ? | -10% | 0% | 0% | -5% | 18% | -10% | 4% |
| Cc1ccc(C)c(-c2nc(Cn3c(=O)cc(-c4ccccc4)c4c(C)nn(C)c43)c(C)o2)c1 | -12% | -2% | 5% | 1% | / | / | / | -7% |
| O=C(COC(=O)c1cccc(S(=O)(=O)N2CCOCC2)c1)Nc1nc(-c2ccccc2Cl)cs1 | -3% | ? | 1% | -2% | -3% | 1% | 1% | ? |
| Cc1ccc(NC(=S)N/N=C/c2ccc([N+](=O)[O-])s2)cc1 | 5µM* | 16µM*[quencher] | -3% | -4% | 2% | ? | 11µM* | ? |
| Cc1nc(NC(C)c2ccccc2)c2c3c(sc2n1)CCC3 (centres undefined) | ? | -17% | -2% | -5% | 3% | / | -4% | 7% |
| CCC(C)NC(=O)C1CCC(CNS(=O)(=O)c2ccc(Cl)cc2)CC1 (centres undefined) | 1% | -4% | -3% | -8% | / | / | / | -4% |
| CCn1nnnc1NCc1ccc(OCc2c(F)cccc2Cl)c(OC)c1 | 0% | 0% | -18% | 5% | 8% | -17%[11.4 µM] | -4% | 1% |
| COc1ccccc1Cn1c(CNS(=O)(=O)c2ccc(Cl)s2)nc2cccnc21 | -3% | -14% | -5% | 3% | / | / | / | -2% |
| CSCC[C@H](NC(=O)C1CCN(S(=O)(=O)c2ccc(C)cc2)CC1)C(=O)NCc1ccco1 | -5% | -4% | -2% | 0% | -9% | -11% | ? | -1% |
| O=C(CCCCn1c(=O)c2ccccc2n(CC(=O)Nc2ccc(F)cc2F)c1=O)NCCc1ccccc1 | -1% | -7% | 1% | 2% | / | / | / | -6% |
| CC(C)=CCC/C(C)=C/CO/N=C1/[C@H]2O[C@@H]2[C@@H](O)[C@H]2[C@H]1CCn1c(=O)n(Cc3cc4c(cc3Cl)OCO4)c(=O)n12 | -17%[11.5 µM] | -19%[11.6 µM] | 1%[11.2 µM] | -2%[11.2 µM] | -7%[17.5 µM] | / | 18%[13.5 µM] | -1%[11.6 µM] |
| O=C(NCCOc1cccc(Oc2ccccc2)c1)c1cc(-n2cnnc2)ccc1Cl | 3% | -10% | 1% | 2% | -1% | 3% | 3% | 11% |
| Cc1ccc(NC(=S)Nc2cccc(S(=O)(=O)Nc3c(C)n(C)n(-c4ccccc4)c3=O)c2)cc1 | 1% | -4% | 0% | 11% | -2% | -5% | ? | -2% |
| Cc1ccn2c(Nc3ccc4c(c3)OCO4)c(-c3ccccn3)nc2c1 | 14% | 11% | 3% | 3% | 10% | 8.9µM* | -4% | -2% |
| CC(=O)N1C2(C=CC1(C)C(=O)NCCN1CCOCC1)CCCCC2 (centres undefined) | -2% | -6% | -6% | 2% | -1% | / | -12% | -8% |
| COC(=O)c1cc(NC(=O)CN(C)Cc2ccccc2)cc(C(=O)OC)c1 | -11% | -19% | -3% | -3% | 1% | 11% | ? | 1% |
| CCOC(=O)c1c(N)sc(C(=O)N2CCCC2)c1C | -9% | -9% | -3% | -3% | 1% | / | -8% | 2% |
| C=CCC(c1ccccc1F)N(CCN1CCOCC1)C(=O)Nc1cccc(Cl)c1 (centres undefined) | -4% | -20% | 0% | -8% | -2% | / | 0% | 0% |
| O=C(NC(=S)NCCC1=CCCCC1)c1ccccc1Br | ? | -25% | -3% | 5% | 0% | 2% | 7.1µM* | -9% |
| CCOC(=O)c1c(C)oc2ncnc(Nc3ccc(OCC)cc3)c12 | -10% | -7% | -6% | 0% | / | / | / | -1% |
| Cc1cc(C)n(-c2nc3c(c(=O)n(C)c(=O)n3C)n2C)n1 | 5% | 4% | -3% | 3% | 4% | 3% | -2% | -5% |
| Fc1cccc2sc(N3CCCCC3)nc12 | -7% | -4% | -3% | -2% | 4% | 17% | 6% | -5% |
| Cc1onc(-c2ccccc2)c1C(=O)Nc1ccc(N2CCOCC2)cc1 | -11% | -18% | 0% | -1% | -3% | / | -2% | 1% |
| CCOC(=O)/C(C#N)=C1/SC(CC)C(=O)N1c1ccc(C)cc1 (centres undefined) | -8% | -3% | 1% | -1% | -2% | / | ? | -2% |
| CCOCc1cnc(C)nc1NCC(=O)c1c(C)[nH]c2cc(C)ccc12 | -3% | -12% | 2% | -8% | 4% | -1% | 8% | -7% |

The closing 2 entries of the part before come first, to join the parts:
| smiles | Tau ThT inhib | Tau fluor counter | TexasRed fluor | TRb SRC2 PPI | aGal spleen mod | L3MBTL1 block | ALDH1A1 block | Tau FP inhib |
| --- | --- | --- | --- | --- | --- | --- | --- | --- |
| CCOC(=O)/C(C#N)=C1/SC(CC)C(=O)N1c1ccc(C)cc1 (centres undefined) | -8% | -3% | 1% | -1% | -2% | / | ? | -2% |
| CCOCc1cnc(C)nc1NCC(=O)c1c(C)[nH]c2cc(C)ccc12 | -3% | -12% | 2% | -8% | 4% | -1% | 8% | -7% |
| O=C(Cn1sc2ccccc2c1=O)NC12CC3CC(CC(C3)C1)C2 | 16µM* | -28% | 1% | -2% | -7% | / | 0.071µM* | 20µM* |
| CCOc1ccc(N(CC(=O)NCc2ccccc2)S(=O)(=O)c2c(C)noc2C)cc1 | -5% | -15% | 1% | 2% | 7% | 5% | 4% | 1% |
| Cc1ccc(-n2ncc3c(NCCc4ccccc4)ncnc32)cc1Cl | 2% | -26% | -2% | 0% | / | / | / | ? |
| O=C(Nc1ccccn1)NC1CCCCC1 | 1% | -9% | -1% | -7% | -5% | / | -4% | -7% |
| CC1(C)Oc2ccc3ccc(=O)oc3c2C(N2CCCCC2)C1O (centres undefined) | ? | -3% | 5% | 0% | 2% | / | ? | -7% |
| O=C(NNC(=S)NCc1ccccc1)c1ccc2c(c1)OCO2 | 1% | -3% | -6% | -9% | 5% | -4% | 2% | 2% |
| O=C(NCCOc1ccccc1)c1ccccc1 | -2% | -7% | 0% | -11% | 1% | / | 11% | 11% |
| N#C/C(C(=O)N1CCCCC1)=C1/N=C(N)c2ccccc21 | 7% | 8% | -1%[53 µM] | 4%[53 µM] | -10% | 6% | ? | 1% |

Screening data from PubChem BioAssay.
